Assay outcomes from PubChem BioAssay.
Jurkat NFkB inh = inhibitors of the PMA/ionomycin-induced NF-kB reporter in Jurkat cells. PMA/ionomycin-induced NF-kB luciferase reporter, luminescence. inhibition, % at 4 µM. hit rate 0.53% among 330,000. AID 435003
HKDC1 inh = blocks human hexokinase HKDC1 activity. inhibition, % at 20 µM. AID 493160. recombinant HKDC1, G6PDH/diaphorase resazurin coupled fluorescence. hit rate 0.16% among 340,000;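 active means inhibition above about 35% when tested at 20 µM, limit read from the data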;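 further: plate controls were DMSO wells with enzyme for no effect and DMSO wells lacking enzyme for full effect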
Target sequence (Q2TB90 whole entry, looked up): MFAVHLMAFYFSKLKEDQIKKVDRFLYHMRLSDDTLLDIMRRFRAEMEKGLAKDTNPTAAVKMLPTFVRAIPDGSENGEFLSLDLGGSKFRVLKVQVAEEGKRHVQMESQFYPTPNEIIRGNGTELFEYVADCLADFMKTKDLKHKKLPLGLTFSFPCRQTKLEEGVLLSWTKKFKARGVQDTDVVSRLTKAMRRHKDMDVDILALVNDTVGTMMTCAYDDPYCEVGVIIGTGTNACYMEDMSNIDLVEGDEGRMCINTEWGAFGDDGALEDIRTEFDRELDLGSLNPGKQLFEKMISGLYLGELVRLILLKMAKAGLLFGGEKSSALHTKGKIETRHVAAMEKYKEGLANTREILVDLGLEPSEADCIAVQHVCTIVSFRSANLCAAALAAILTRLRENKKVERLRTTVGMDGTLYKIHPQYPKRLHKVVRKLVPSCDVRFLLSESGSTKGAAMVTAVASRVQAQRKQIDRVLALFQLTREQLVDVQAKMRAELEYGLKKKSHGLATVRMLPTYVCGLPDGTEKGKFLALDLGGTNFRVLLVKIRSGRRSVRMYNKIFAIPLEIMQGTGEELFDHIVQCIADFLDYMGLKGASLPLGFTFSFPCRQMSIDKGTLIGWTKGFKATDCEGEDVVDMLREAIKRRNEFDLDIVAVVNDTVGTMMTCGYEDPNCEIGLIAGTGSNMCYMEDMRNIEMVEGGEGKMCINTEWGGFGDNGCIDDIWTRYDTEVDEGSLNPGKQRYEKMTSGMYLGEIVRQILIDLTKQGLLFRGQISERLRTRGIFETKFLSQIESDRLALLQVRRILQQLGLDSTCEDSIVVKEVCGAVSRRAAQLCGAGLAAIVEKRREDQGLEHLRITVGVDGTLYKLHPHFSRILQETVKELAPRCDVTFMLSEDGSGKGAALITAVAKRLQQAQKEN
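Assay system: recombinant HKDC1 hexokinase; detection: coupled resazurin fluorescence, excitation 525 nm, emission 613 nm; benchmarks: DMSO-plus-enzyme-mix negative control, buffer-substituted positive control; compound dosing: single 20 µM dose; schedule: 90 min at room temperature in dark; also added: glucose plus 1 mM ATP as hexokinase substrates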
697 NFkB inh = lowers PMA/ionomycin-induced NF-kB signal in 697 B cells; AID 435022; 697 B-cell NF-kB luciferase reporter, 16 h; hit rate 0.33% among 330,000; inhibition, % at 4 µM; in the data active means inhibition above about 35%
UBC13 inh = human UBC13 polyubiquitination inhibition; P61088; UBC13 polyubiquitin chain formation, TR-FRET; inhibition, % at 20 µM; hit rate 0.47% among 330,000; AID 485273; in the data active means inhibition above about 45%, passing the limit was not always enough
Target sequence (P61088 whole entry, looked up): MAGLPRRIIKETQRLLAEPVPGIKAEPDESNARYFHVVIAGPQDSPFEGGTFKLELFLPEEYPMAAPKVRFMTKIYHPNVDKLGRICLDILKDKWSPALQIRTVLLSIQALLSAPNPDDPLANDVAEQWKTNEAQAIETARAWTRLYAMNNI
Apaf1 inhib = human Apaf-1 inhibition; O14727; reconstituted apoptosome caspase-3 activity, DEVD-Rh110 fluorescence; inhibition, % at 20 µM; hit rate 0.71% among 330,000; AID 489030; active means inhibition of at least 40% at 20 µM;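 further: plate controls were DMSO wells for no effect and DEVD-CHO caspase inhibitor wells for full effect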
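System – cell-free apoptosome with Apaf-1, procaspase-3 and caspase-9 · Buffer or medium – pH 7.5 Hepes buffer with CHAPS, BSA, DTT · Also added – cytochrome c with DEVD-Rh110 · Times – 30 min compound preincubation, 50 min activation, room temperature · Technique – Rh110 fluorescence intensity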
SENP8 inh = blocks the human protease SENP8; Q96LD8; purified SENP8, Z-RLRGG-aminoluciferin cleavage, luminescence; inhibition, % at 10 µM; hit rate 1.2% among 330,000; AID 2540
SENP7 inh = SENP7 protease inhibition | Q9BQF6 | recombinant SENP7, Z-RLRGG-aminoluciferin luminescence, 40 min | inhibition, % at 5 µM | hit rate 1.5% among 330,000;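 active means inhibition above about 50% at the single test dose, limit read from the data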;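 further: plate controls were DMSO with enzyme for no effect and no enzyme buffer wells for full effect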
Gli-Sufu block = antagonists of Gli-Sufu signaling; inhibition, % at 5 µM; Sufu-KO-LIGHT fibroblasts, Gli luciferase reporter luminescence; hit rate 0.74% among 340,000; AID 588413;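 active means inhibition above about 55%, limit read from the data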;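 further: 0% = DMSO-treated cells and 100% = wells with medium but no cells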
Starred values were filed as active, the others as inactive; & = joins results of further samples. Unless noted, no stated cut-off is given here; in the data, active means inhibition above about 50%; inactive means the rest.

Screening Cc1scc(C(=O)N/N=C/c2ccco2)c1C returned Jurkat NFkB inh -51, HKDC1 inh -3, 697 NFkB inh -36, UBC13 inh -3, Apaf1 inhib 10, SENP8 inh -1, SENP7 inh 3 and Gli-Sufu block -56.
O=C(c1ccc(COc2c(F)c(F)c(F)c(F)c2F)o1)N1CCN(Cc2ccc3c(c2)OCO3)CC1 was read as Jurkat NFkB inh -2, HKDC1 inh 8, 697 NFkB inh 2, UBC13 inh -1, Apaf1 inhib 28, SENP8 inh 3, SENP7 inh 14 and Gli-Sufu block 4.
For O=C(NCC1CC1)c1onc(CSc2ccc(F)c(F)c2)c1C(=O)NCC1CC1 the results were Jurkat NFkB inh 20, HKDC1 inh 2, 697 NFkB inh 14, UBC13 inh 10, Apaf1 inhib 8, SENP8 inh 3, SENP7 inh -3 and Gli-Sufu block -8.
For O=C(NCCCN1CCOCC1)c1cc2ccccc2cc1O the results were Jurkat NFkB inh -8, HKDC1 inh 7, 697 NFkB inh -23, UBC13 inh -5, Apaf1 inhib 2, SENP8 inh -3, SENP7 inh 15 and Gli-Sufu block -3.
For C[C@H]1COC(=O)[C@H](Cc2ccc(F)cc2)C/C=C\C[C@@H](CC(=O)N(CCO)Cc2ccccc2)C(=O)N1 the results were Jurkat NFkB inh -9, HKDC1 inh -7, 697 NFkB inh -7, UBC13 inh -5, Apaf1 inhib 13, SENP8 inh -9, SENP7 inh -12 and Gli-Sufu block 17.
`Cc1ccc(NC(=O)c2cc(-c3ccc(C)o3)nc3ccccc23)cc1` gave Jurkat NFkB inh 9, HKDC1 inh 1, 697 NFkB inh 8, UBC13 inh 1, Apaf1 inhib 4, SENP8 inh 3, SENP7 inh 5 and Gli-Sufu block -3.
For Cc1noc(NS(=O)(=O)c2ccc(NC(=O)CSc3nc4c(cc3C#N)CCCC4)cc2)c1C the results were Jurkat NFkB inh -1, HKDC1 inh 0, 697 NFkB inh 9, UBC13 inh -2, Apaf1 inhib 2, SENP8 inh 3, SENP7 inh 10 and Gli-Sufu block -1.
Screening CCOC(=O)c1ccc(NC(=O)C(CC)CC)cc1 returned Jurkat NFkB inh -30, HKDC1 inh 3, 697 NFkB inh -23, UBC13 inh -35, Apaf1 inhib 4, SENP8 inh -7, SENP7 inh -3 and Gli-Sufu block -24.
`O=C(O)c1ccc(Cl)c(NC(=S)NC(=O)c2cccc(COc3ccccc3)c2)c1` gave Jurkat NFkB inh 8, HKDC1 inh 4, 697 NFkB inh -9, UBC13 inh -3, Apaf1 inhib 25, SENP8 inh 11, SENP7 inh -6 and Gli-Sufu block 10.
For CC(=O)Nc1ccc(S(=O)(=O)N2CCSC2c2ccc(C)cc2)cc1 (centres undefined) the results were Jurkat NFkB inh -1, HKDC1 inh -1, 697 NFkB inh -7, UBC13 inh 11, Apaf1 inhib 3, SENP8 inh -1, SENP7 inh -3 and Gli-Sufu block 2.
O=C(c1ccc(O)c(Cl)c1)N1CCN(S(=O)(=O)c2ccccc2)CC1 was read as Jurkat NFkB inh 3, HKDC1 inh -6, 697 NFkB inh 3, UBC13 inh -10, Apaf1 inhib -4, SENP8 inh 8, SENP7 inh -13 and Gli-Sufu block 1.
`CCCn1c(CCc2ccccc2)nnc1SCC(=O)N1CCCC1` gave Jurkat NFkB inh 1, HKDC1 inh 0, 697 NFkB inh -19, UBC13 inh -8, Apaf1 inhib 4, SENP8 inh -7, SENP7 inh -9 and Gli-Sufu block -6.
Screening COc1ccc(-c2cc(C)no2)cc1S(=O)(=O)N(C)c1ccc(C)c(C)c1 returned Jurkat NFkB inh 2, HKDC1 inh 1, 697 NFkB inh -32, UBC13 inh 2, Apaf1 inhib 23, SENP8 inh -6, SENP7 inh 9 and Gli-Sufu block 12.
For Cc1ccccc1Nc1nc(-c2ccccc2)c(C(=O)Nc2cccnc2)s1 the results were Jurkat NFkB inh -23, HKDC1 inh -7, 697 NFkB inh -52, UBC13 inh -14, Apaf1 inhib 16, SENP8 inh -8, SENP7 inh -9 and Gli-Sufu block -5.
`Cc1nnc(NC(=O)CN2CC(C)OC(C)C2)s1` (centres undefined) gave Jurkat NFkB inh 8, HKDC1 inh -7, 697 NFkB inh 17, UBC13 inh 2, Apaf1 inhib -9, SENP8 inh 17, SENP7 inh -2 and Gli-Sufu block 6.
C[C@]12CCC(=O)C=C1CC[C@@H]1[C@@H]2[C@@H](O)C[C@@]2(C)[C@H]1CC[C@]2(O)C(=O)COC(=O)CCC(=O)O was read as Jurkat NFkB inh 8&12, HKDC1 inh 2&0, 697 NFkB inh -16&8, UBC13 inh 9&-8, Apaf1 inhib 7&-4, SENP8 inh 5&5, SENP7 inh 2&9 and Gli-Sufu block 18&15.
`Cc1cccc(NC(=S)NCCc2ccc(F)cc2)c1C` gave Jurkat NFkB inh -5, HKDC1 inh -11, 697 NFkB inh 10, UBC13 inh 14, Apaf1 inhib 8, SENP8 inh 2, SENP7 inh 3 and Gli-Sufu block -8.
CCOC(=O)Nc1ccc(S(=O)(=O)Nc2cc(C)nc(C)n2)cc1 was read as Jurkat NFkB inh 3, HKDC1 inh -6, 697 NFkB inh -5, UBC13 inh -3, Apaf1 inhib -3, SENP8 inh -9, SENP7 inh -6 and Gli-Sufu block 7.
`CC(C)(CNC(=O)c1ccc(S(=O)(=O)Nc2ccccc2F)cc1)N1CCOCC1` gave Jurkat NFkB inh 7, HKDC1 inh 7, 697 NFkB inh -25, UBC13 inh 2, Apaf1 inhib 17, SENP8 inh 3, SENP7 inh 2 and Gli-Sufu block 18.
For O=C(c1cc(COc2ccc(F)cc2Cl)on1)N1CCc2ccccc2C1 the results were Jurkat NFkB inh 5, HKDC1 inh 0, 697 NFkB inh 20, UBC13 inh 1, Apaf1 inhib 3, SENP8 inh 4, SENP7 inh -9 and Gli-Sufu block -6.
Cc1cc(C(=O)COC(=O)c2ccc(O)cc2O)c(C)n1-c1ccccc1 was read as Jurkat NFkB inh -122, HKDC1 inh 0, 697 NFkB inh -242, UBC13 inh -7, Apaf1 inhib -1, SENP8 inh 84*, SENP7 inh 61* and Gli-Sufu block -40.
Screening Cn1c(O)c(N=Nc2ccccc2[N+](=O)[O-])c2ccccc21 returned Jurkat NFkB inh -40, HKDC1 inh -3, 697 NFkB inh -21, UBC13 inh -41, Apaf1 inhib 1, SENP8 inh 6, SENP7 inh 1 and Gli-Sufu block 6.
Cc1occc1C(=O)N1CCN(S(=O)(=O)c2ccccc2)CC1 was read as Jurkat NFkB inh -1, HKDC1 inh -7, 697 NFkB inh -21, UBC13 inh -6, Apaf1 inhib 7, SENP8 inh -8, SENP7 inh -9 and Gli-Sufu block -7.
For Cn1c(=O)[nH]c(=O)c2c1nc(CN1CCN(c3ccc(F)cc3)CC1)n2CCCc1ccccc1 the results were Jurkat NFkB inh 8, HKDC1 inh -4, 697 NFkB inh 13, UBC13 inh -6, Apaf1 inhib 3, SENP8 inh -4, SENP7 inh -1 and Gli-Sufu block 2.
Screening COc1cc2c(cc1NC(=O)C(C)NCc1ccccc1)oc1ccccc12 (centres undefined) returned Jurkat NFkB inh -39, HKDC1 inh -5, 697 NFkB inh 11, UBC13 inh -6, Apaf1 inhib 20, SENP8 inh -2, SENP7 inh 3 and Gli-Sufu block 13.
For CCOC(=O)CSC1=C(C#N)C(=O)NC2(CCCCC2)S1 the results were Jurkat NFkB inh 2, HKDC1 inh -11, 697 NFkB inh 12, UBC13 inh 3, Apaf1 inhib -3, SENP8 inh -7, SENP7 inh -9 and Gli-Sufu block 1.
CC[C@H](C)[C@@H](C(=O)NCCCCCCCCCCC(=O)N1CCNCC1)n1cc(CCCCCN)nn1 was read as Jurkat NFkB inh -18, HKDC1 inh -5, 697 NFkB inh -17, UBC13 inh 26, Apaf1 inhib 8, SENP8 inh 5, SENP7 inh -5 and Gli-Sufu block 1.
For CCOC(=O)c1c(C)oc2ccc(NS(=O)(=O)c3ccc(C(=O)O)cc3)cc12 the results were Jurkat NFkB inh 6, HKDC1 inh -1, 697 NFkB inh 2, UBC13 inh -6, Apaf1 inhib 19, SENP8 inh -2, SENP7 inh 1 and Gli-Sufu block -4.
`COc1ccc2[nH]c(=O)c(CN(C(=O)c3cccnc3)c3ccccc3C)cc2c1` gave Jurkat NFkB inh -3, HKDC1 inh -3, 697 NFkB inh 1, UBC13 inh 0, Apaf1 inhib -24, SENP8 inh -1, SENP7 inh 6 and Gli-Sufu block -3.
For O=C(Nc1ccccc1N1CCOCC1)c1ccco1 the results were Jurkat NFkB inh -5, HKDC1 inh -1, 697 NFkB inh -6, UBC13 inh 3, Apaf1 inhib 4, SENP8 inh 3, SENP7 inh -9 and Gli-Sufu block -10.

Six entries already listed, sorted by number of heavy atoms, descending.
`CC(C)(CNC(=O)c1ccc(S(=O)(=O)Nc2ccccc2F)cc1)N1CCOCC1` gave Jurkat NFkB inh 7, HKDC1 inh 7, 697 NFkB inh -25, UBC13 inh 2, Apaf1 inhib 17, SENP8 inh 3, SENP7 inh 2 and Gli-Sufu block 18.
CCOC(=O)Nc1ccc(S(=O)(=O)Nc2cc(C)nc(C)n2)cc1 was read as Jurkat NFkB inh 3, HKDC1 inh -6, 697 NFkB inh -5, UBC13 inh -3, Apaf1 inhib -3, SENP8 inh -9, SENP7 inh -6 and Gli-Sufu block 7.
Cc1occc1C(=O)N1CCN(S(=O)(=O)c2ccccc2)CC1 was read as Jurkat NFkB inh -1, HKDC1 inh -7, 697 NFkB inh -21, UBC13 inh -6, Apaf1 inhib 7, SENP8 inh -8, SENP7 inh -9 and Gli-Sufu block -7.
Screening Cn1c(O)c(N=Nc2ccccc2[N+](=O)[O-])c2ccccc21 returned Jurkat NFkB inh -40, HKDC1 inh -3, 697 NFkB inh -21, UBC13 inh -41, Apaf1 inhib 1, SENP8 inh 6, SENP7 inh 1 and Gli-Sufu block 6.
`Cc1cccc(NC(=S)NCCc2ccc(F)cc2)c1C` gave Jurkat NFkB inh -5, HKDC1 inh -11, 697 NFkB inh 10, UBC13 inh 14, Apaf1 inhib 8, SENP8 inh 2, SENP7 inh 3 and Gli-Sufu block -8.
For O=C(Nc1ccccc1N1CCOCC1)c1ccco1 the results were Jurkat NFkB inh -5, HKDC1 inh -1, 697 NFkB inh -6, UBC13 inh 3, Apaf1 inhib 4, SENP8 inh 3, SENP7 inh -9 and Gli-Sufu block -10.

More entries follow:
For COc1cc(/C=N/NC(=O)CCC(=O)NCc2ccccc2)cc(OC)c1OC the results were Jurkat NFkB inh -6, HKDC1 inh -8, 697 NFkB inh 2, UBC13 inh 4, Apaf1 inhib 5, SENP8 inh 0, SENP7 inh 7 and Gli-Sufu block -3.
For Cc1ccc(OC(=O)CCN2C(=O)c3ccccc3C2=O)cc1C the results were Jurkat NFkB inh -3, HKDC1 inh 9, 697 NFkB inh 7, UBC13 inh 9, Apaf1 inhib 13, SENP8 inh -2, SENP7 inh 1 and Gli-Sufu block -5.
`COc1ccc(NC(=O)C2(c3ccc(NC(=O)c4ccc(OC)c(OC)c4)cc3)CCCC2)cc1` gave Jurkat NFkB inh 6, HKDC1 inh 6, 697 NFkB inh -51, UBC13 inh 14, Apaf1 inhib 3, SENP8 inh 2, SENP7 inh -1 and Gli-Sufu block -5.
Screening CCN(CC(=O)Nc1ccccc1C(F)(F)F)C(=O)/C=C/c1ccc(Cl)c([N+](=O)[O-])c1 returned Jurkat NFkB inh -1, HKDC1 inh 5, 697 NFkB inh 3, UBC13 inh -2, Apaf1 inhib -6, SENP8 inh -11, SENP7 inh 0 and Gli-Sufu block 2.
For COc1ccccc1CC(=O)Nc1cccc2ccccc12 the results were Jurkat NFkB inh -12, HKDC1 inh 2, 697 NFkB inh -10, UBC13 inh -3, Apaf1 inhib 6, SENP8 inh -7, SENP7 inh 3 and Gli-Sufu block 11.
